Screening data from PubChem.
V-ATPase pH: regulators of yeast V-ATPase proton transport; actives 0.37% (n = 350,000); AID 504577; S. cerevisiae, pHLuorin cytosolic pH fluorescence; response, % at 10 µM; in the data active means response mostly above about 7.3%, no sharp cut-off; inactive means mostly below about 5.4%; further: actives read high; inactives centre near 0; some compounds called inactive have numbers as strong as hits; reference of the scale not given here
OPRM1-OPRD1 ag: OPRM1-OPRD1 heterodimerization agonism; actives 0.3% (n = 340,000); P35372+P41143; cells, luminescence; activation, % at 9.3 µM; AID 504326; in the data active means activation above about 18%;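 further: 0% = vehicle-treated cells and 100% = reference agonist; values of inactives mirror those of a sister screen read the other way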
HTR5A inv ctr: counter-screen for OPRM1-OPRD1 inverse agonists: human HTR5A inverse agonism | HTR5A cell line, luminescence | inhibition, % at 9.3 µM | actives 0.083% (n = 340,000) | AID 504634; in the data active means inhibition mostly above about 23%, no sharp cut-off; inactive means mostly below about 18%;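 further: 0% = cells with DMSO and 100% = no-cell wells with DMSO; some compounds called inactive have numbers as strong as hits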
Target sequence (P47898 whole entry, looked up): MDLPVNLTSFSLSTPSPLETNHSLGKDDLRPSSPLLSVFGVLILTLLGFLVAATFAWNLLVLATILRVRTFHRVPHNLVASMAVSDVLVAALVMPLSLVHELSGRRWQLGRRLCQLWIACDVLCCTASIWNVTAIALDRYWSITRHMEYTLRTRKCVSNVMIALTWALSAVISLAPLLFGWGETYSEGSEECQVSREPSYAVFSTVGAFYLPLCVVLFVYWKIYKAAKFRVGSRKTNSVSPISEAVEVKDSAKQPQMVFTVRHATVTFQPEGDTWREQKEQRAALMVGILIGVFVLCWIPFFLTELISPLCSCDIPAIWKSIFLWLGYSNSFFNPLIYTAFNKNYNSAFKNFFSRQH
PKA-R2B activ: PKA-R2B complex activation | P22694+P31323 | PKA-R2B holoenzyme dissociation, Cy5-IP20 fluorescence polarization; R2B truncated from residue 108, S112A mutant; 0% DMSO only, 100% 113 µM cGMP | activation, % at 11.4 µM | actives 0.079% (n = 340,000);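 active means activation above a cutoff set at the mean over all compounds plus 3 SD, cut at about 18% in these data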;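 further: higher means more holoenzyme dissociation and a rise in polarization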
Target sequence (P31323 whole entry, looked up, other chains not shown, the tested form may be a part): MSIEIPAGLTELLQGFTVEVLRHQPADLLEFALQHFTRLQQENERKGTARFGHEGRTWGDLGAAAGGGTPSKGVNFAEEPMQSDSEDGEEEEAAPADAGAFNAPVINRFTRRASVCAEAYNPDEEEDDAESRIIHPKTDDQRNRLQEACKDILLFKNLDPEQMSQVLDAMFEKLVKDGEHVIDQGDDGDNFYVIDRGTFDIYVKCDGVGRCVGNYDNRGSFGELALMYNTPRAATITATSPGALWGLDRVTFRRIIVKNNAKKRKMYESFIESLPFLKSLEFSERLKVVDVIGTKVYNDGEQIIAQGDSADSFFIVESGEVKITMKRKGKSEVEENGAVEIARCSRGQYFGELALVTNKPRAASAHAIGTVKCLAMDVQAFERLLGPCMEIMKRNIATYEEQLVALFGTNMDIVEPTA
Pemphigus Ab inh: inhibitors of pemphigus antibody binding to human desmoglein-3. DSG3-coupled beads, scFv-anti-DSG3-GFP binding, flow cytometry; stronger effect = lower value. binding (percent of control), % at 10 µM. actives 0.48% (n = 310,000);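 active means binding more than 3 SD below its plate's average and above zero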;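 further: hits lower antibody fragment binding to DSG3; some compounds called inactive have numbers as strong as hits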
MOR-DOR inv ag: inverse agonist of human OPRM1-OPRD1 heterodimerization; cell-based MOR-DOR heterodimer luminescence, inverse agonism; inhibition, % at 9.3 µM; actives 0.21% (n = 340,000); in the data active means inhibition above about 22%, passing the limit was not always enough;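 further: 0% = cells with DMSO and 100% = wells without cells with DMSO; values of inactives mirror those of a sister screen read the other way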
HTR5A ag ctr: activates human HTR5A in OPRM1-OPRD1 agonist counter-screen. P47898. actives 0.61% (n = 340,000). HTR5A agonist assay, luminescence, cell-based. activation, % at 9.3 µM; in the data active means activation mostly above about 9.5%, no sharp cut-off; inactive means mostly below about 7.6%;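 further: 0% = cells with vehicle only and 100% = reference agonist; strong numbers were not always called active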
Arr AP2 block: blocks beta-arrestin peptide binding to AP2 adaptin; FITC-arrestin peptide / GST-AP2 beads, flow cytometry; AP2 beta2 appendage carries R879A mutation; inhibition, % at 10 µM; actives 0.31% (n = 340,000);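 active means inhibition above a set limit, near 3 SD of compounds lacking own fluorescence, cut at about 54% in these data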;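 further: plate controls were DMSO wells for no effect and 5 µM unlabelled arrestin peptide for full effect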
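System: GST-tagged AP2 beta2-adaptin appendage (R879A) on 4 µm glutathione beads / Reagent: FITC-arrestin peptide, 50 nM / Detection: HyperCyt-sampled flow cytometry, FL1 channel, ex 488/em 535 nm / Timing: 12 min plus 1 h, RT / Buffer or medium: PBS plus Tween 20 (0.05%) and BSA (0.1%)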
DAGLB inhibitor: diacylglycerol lipase beta (human) inhibition. Q8NCG7. HEK293T DAGLB membrane lysate, EnzChek fluorogenic substrate. inhibition, % at 5.17 µM. actives 0.059% (n = 340,000); in the data active means inhibition above about 34%;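 further: 0% = enzyme with vehicle and 100% = wells lacking enzyme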
PKA-R1A act: activates the PKA-R1A holoenzyme complex; P00514+P68181; PKA-R1A dissociation, Cy5-IP20 fluorescence polarization; scaled: DMSO 0%, 113 µM cGMP 100%; activation, % at 11.4 µM; actives 0.083% (n = 340,000);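 active means percent activation above the mean of all tested compounds plus 3 SD, cut at about 19% in these data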;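 further: higher means more PKAc released from R1A so a rise in polarization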
Numbers without * were called inactive; . = no result given.

SMILES	V-ATPase pH	OPRM1-OPRD1 ag	HTR5A inv ctr	PKA-R2B activ	Pemphigus Ab inh	MOR-DOR inv ag	HTR5A ag ctr	Arr AP2 block	DAGLB inhibitor	PKA-R1A act
CC1(C)CC(=O)c2cnc(N3CCN(c4ccccc4)CC3)nc2C1	0.3	-3.0	-8.9	-5.6	114.0	13.3	-0.1	28.2	1.9	-12.5
Cc1[nH]c2ccccc2c1C(C#N)(C#N)C1C(=O)c2ccccc2C1=O	3.9	10.1	2.6	0.6	103.7	-50.3	-0.9	8.6	12.7	-8.1
CC(C)Oc1ccc(S(=O)(=O)N2CCOCC2)cc1NC(=O)Cc1cccs1	0.0	-1.6	-0.1	-3.4	103.2	8.6	0.1	13.9	-3.6	-4.2
O=C(Nc1nc2ccccc2[nH]1)C1CCC1	0.0	-1.5	-8.6	0.8	94.2	6.8	3.1	35.3	-1.6	4.6
O=C1N/C(=C/c2cccn2-c2ccc(F)cc2)C(=O)N1Cc1ccccc1F	3.3	3.6	22.0	0.7	89.6	-22.6	11.9*	105.2*	1.8	-2.0
CCC1(C)Cc2sc3c(=O)[nH]c(=S)[nH]c3c2CO1 (configuration not stated)	1.3	0.9	-6.5	-6.6	97.0	-5.1	2.5	47.9	0.9	5.0
O=C(CN(Cc1ccc(Cl)cc1)C(=O)CNS(=O)(=O)c1ccccc1)NCC1CCCO1 (configuration not stated)	-2.1	0.5	-24.2	2.4	101.9	-3.1	4.1	-2.1	-1.5	5.1
CCOC(=O)C1=C(C)NC(SC)=NC1c1ccccc1 (configuration not stated)	4.2	1.3	15.9	-0.6	108.2	-6.3	-2.6	-14.0	-1.2	-2.8
COc1ccc(-c2c(C(=O)O)nc3ccccc3c2C(=O)O)cc1	-0.2	-2.5	-4.3	3.2	108.8	13.4	-1.7	26.5	1.2	-0.5
CC(NCC1(N2CCOCC2)CCCCC1)C(=O)Nc1ccc(Cl)cc1Cl (configuration not stated)	-1.4	-2.9	-6.4	0.8	101.9	13.3	2.3	-23.1	-1.2	-7.9
CCN(Cc1ccncc1)Cc1nc(Cc2ccccc2Cl)no1	-2.8	-2.2	14.3	-2.5	90.5	11.5	2.0	-0.9	-8.2	6.3
CC1(C)CC(=O)c2cnn(-c3nc4ccccc4[nH]3)c2C1	7.0	0.4	-13.2	-9.2	98.5	-2.2	4.1	28.4	-0.5	9.1
Cc1ccc(C)c(S(=O)(=O)Nc2ccc(C(=O)NCCCN(C)C)cc2)c1	-0.4	.	.	-4.9	95.8	.	.	.	0.3	1.4
C/C(N)=C(/C#N)C(=O)COC(=O)c1cc(S(=O)(=O)N2CCCCC2)ccc1C	0.2	-0.1	-3.2	2.0	99.2	0.4	-0.5	-13.7	-2.0	-7.0
CC(C)CC(COCc1ccc(Cl)cc1)N1CCN(C(=O)c2ccc(C(F)(F)F)cc2)CCC1=O (configuration not stated)	1.8	5.9	-4.0	-2.8	102.4	-33.4	2.0	3.2	-7.8	-1.6
Cn1c2ccccc2c2cc(/C=N/NC(=O)c3ccc(O)cc3O)ccc21	-5.2	-2.9	-4.9	-0.3	103.1	16.1	2.8	1.7	2.0	-4.5
O=C(O)c1ccc(COc2ccc(/C=N/NC(=O)c3cccs3)cc2)cc1	1.0	-2.0	3.4	-7.3	102.8	11.1	5.0	2.5	4.4	-9.2
CC1CCCCN1C(=O)c1ccc(NC(=O)c2ccccc2Cl)cc1 (configuration not stated)	-0.5	-2.8	12.5	-14.9	104.2	14.1	-3.4	0.9	-1.4	-3.6
CC(C)NC(=O)NC(=O)COC(=O)c1cccc(OC(F)F)c1	-0.3	-1.3	9.0	-6.0	94.8	6.4	2.0	15.6	-1.5	1.0
CN(Cc1cc(=O)n2ccsc2n1)C1CCCCC1	4.7	-2.5	4.7	5.1	84.3	12.4	4.3	-2.0	-3.4	3.5
CCOc1nc(C)ccc1-c1noc(-c2ccco2)n1	3.6	-0.3	-5.0	-6.1	106.0	1.8	0.4	7.9	-8.2	8.6
CC(C)Cn1cc(Cl)c(=O)n(CC(C)C)c1=O	5.3	-0.1	-0.1	-8.3	101.3	0.4	3.4	9.5	-0.1	-6.0
Cc1cc(/C=C2\C(=N)N3N=CSC3=NC2=O)c(C)n1Cc1ccccc1	3.1	-3.0	11.4	5.8	109.7	15.5	1.8	37.4	2.9	12.2
CCOC(=O)C1CCN(Cc2cc(Cl)c3ccccc3c2O)CC1	-3.0	6.4	-19.5	-0.8	96.4	-35.5	8.1	37.4	-0.9	-4.2
O=C(Nc1ccc(C(=O)N2CCCC2)cc1)c1ccccc1F	-4.0	-1.6	1.5	0.0	95.9	9.2	4.3	7.2	0.7	-6.3
O=C(Nc1ccc(Cl)cc1)Nc1nnc(CSCc2ccccc2Cl)s1	1.8	0.1	4.1	4.9	88.3	-1.0	-0.6	3.0	-0.7	-0.9
Cc1c(Nc2nc(C(F)(F)F)nc3ccccc23)c(=O)n(-c2ccccc2)n1C	-5.0	-1.0	-32.2	-6.7	87.6	6.0	4.6	0.5	-0.5	-3.6
O=C(NCCCn1ccnc1)C(=O)NCC1OCCN1S(=O)(=O)c1ccc2c(c1)OCCO2 (configuration not stated)	-0.7	1.9	3.2	3.2	94.6	-9.7	6.8	3.8	-0.9	0.3
COc1ccc(OC)c(NC(=O)Cc2coc3ccc4ccccc4c23)c1	-0.7	2.9	-9.7	7.4	109.5	-16.9	4.4	2.1	-11.0	2.5
CCCN1CCN(C(=O)CCCn2c(C)c3cnn(-c4ccccc4)c(=O)c3c2C)CC1	3.3	-1.8	2.2	8.8	111.1	9.8	-0.2	7.0	0.6	-6.3
CC(OC(=O)CCCOc1ccccc1)C(=O)NC(N)=O (configuration not stated)	-0.8	-3.1	-21.1	2.1	98.6	13.7	7.7	-5.6	-1.6	-7.9
Cc1ccc(C(C)NC(=S)NCc2ccc(F)cc2)c(C)c1 (configuration not stated)	1.0	13.3	26.3	-1.3	108.7	-43.7	3.8	-1.3	-4.1	-2.9
CN(C)S(=O)(=O)N(CC(=O)Nc1ccc2ccccc2c1)c1ccccc1	-0.5	-1.3	19.1	2.3	104.4	6.5	-7.4	7.7	-3.6	-0.3
CN(C)S(=O)(=O)c1ccc2c(c1)c(=O)c(C(=O)NCCCN1CCCCCC1)cn2C	-0.8	-2.0	19.0	5.1	103.3	10.1	-6.9	2.8	0.4	2.8
O=C(Cn1nnc(-c2ccc(CN3CCOCC3)cc2)n1)Nc1nc(-c2ccccc2)cs1	-1.3	4.0	2.6	-5.5	102.4	-21.2	-1.0	15.3	-5.9	-5.2
COc1ccc(S(=O)(=O)Nc2cccc(S(=O)(=O)N3CCCCC3)c2)cc1	2.8	0.7	3.4	4.4	92.7	-3.6	-0.9	1.6	1.6	-1.5
N#C/C(=C\c1cccnc1)C(=O)Nc1ccc(SC(F)F)cc1	-2.2	-2.5	-21.5	-15.7	116.3	11.3	6.0	12.5	-4.0	-2.5
Cc1c(NC(=O)C2CCCN2S(=O)(=O)c2ccccc2)c(=O)n(-c2ccccc2)n1C (configuration not stated)	-2.3	0.2	2.2	3.2	111.3	-1.1	-0.2	21.0	0.3	-8.0
CC1CN(C(=O)COC(=O)Cc2ccc(Cl)cc2)CC(C)O1 (configuration not stated)	1.4	-0.1	-1.2	3.7	103.6	0.3	-1.9	-0.5	0.7	2.5
Cc1ccc(S(=O)(=O)NCC(=O)N(CC(=O)NCc2ccco2)C2CCCC2)cc1	6.4	-2.1	-8.7	-5.6	108.3	11.3	3.1	-8.9	2.3	-1.4

Full records, quoted from the list. Screens in order: V-ATPase pH, OPRM1-OPRD1 ag, HTR5A inv ctr, PKA-R2B activ, Pemphigus Ab inh, MOR-DOR inv ag, HTR5A ag ctr, Arr AP2 block, DAGLB inhibitor, PKA-R1A act
Record of N#C/C(=C\c1cccnc1)C(=O)Nc1ccc(SC(F)F)cc1 = -2.2, -2.5, -21.5, -15.7, 116.3, 11.3, 6.0, 12.5, -4.0, -2.5
Record of COc1ccc(S(=O)(=O)Nc2cccc(S(=O)(=O)N3CCCCC3)c2)cc1 = 2.8, 0.7, 3.4, 4.4, 92.7, -3.6, -0.9, 1.6, 1.6, -1.5
Record of CN(C)S(=O)(=O)c1ccc2c(c1)c(=O)c(C(=O)NCCCN1CCCCCC1)cn2C = -0.8, -2.0, 19.0, 5.1, 103.3, 10.1, -6.9, 2.8, 0.4, 2.8
Record of CC1CN(C(=O)COC(=O)Cc2ccc(Cl)cc2)CC(C)O1 (configuration not stated) = 1.4, -0.1, -1.2, 3.7, 103.6, 0.3, -1.9, -0.5, 0.7, 2.5

The list continues:
SMILES	V-ATPase pH	OPRM1-OPRD1 ag	HTR5A inv ctr	PKA-R2B activ	Pemphigus Ab inh	MOR-DOR inv ag	HTR5A ag ctr	Arr AP2 block	DAGLB inhibitor	PKA-R1A act
CC(=O)Nc1ccc2c(O)cc(S(=O)(=O)O)cc2c1	3.5	-2.1	11.3	0.5	93.6	9.2	-2.9	24.6	-1.6	-0.1
CC(=O)c1c(C)[nH]c(C(=O)CSc2nnc(-c3ccccc3)o2)c1C	4.1	-0.3	-0.7	-1.4	101.3	1.5	0.3	-1.4	-1.8	-13.1
COC(=O)C(NNc1ccccc1)(NC(=O)c1cccc(F)c1)C(F)(F)F (configuration not stated)	-1.6	-1.6	-6.4	3.8	.	9.5	11.8	-8.8	-2.0	1.5
Cc1ccc(NC(=O)CSc2nc(-c3ccco3)nc3cc(=O)[nH]n23)c(Cl)c1	-4.6	-1.7	-2.5	2.6	96.0	9.0	0.6	-2.4	3.3	-4.7
CC1=CS(=O)(=O)CC1Sc1nc2ccccc2[nH]1 (configuration not stated)	-1.8	-1.0	6.4	-0.6	124.0	5.6	2.2	40.7	-1.5	-8.9
COc1ccc(C(=O)NC2CCSc3ccccc32)cc1 (configuration not stated)	-3.9	2.0	8.5	8.3	90.8	-11.0	3.2	25.2	-0.3	6.0
COc1ccc(C(=O)OCC(=O)N2CCN(S(=O)(=O)c3ccc(C)cc3)CC2)cc1[N+](=O)[O-]	1.0	-1.2	10.3	-4.0	94.9	6.5	-2.8	1.7	1.9	-15.4
Cc1ccc(C(c2c(C)n(C)n(-c3ccccc3)c2=O)c2c(C)n(C)n(-c3ccccc3)c2=O)s1	8.9	-2.4	12.0	4.7	99.0	13.6	-4.2	12.4	0.1	-3.3
CCn1c(C)nc2cc(C(=O)NNC(=S)Nc3ccc(Cl)cc3)ccc21	-0.7	-6.0	12.4	-9.2	96.9	32.1	-1.4	5.9	-2.3	-12.3
O=C(CN1C(=O)NC2(CCc3ccccc3C2)C1=O)Nc1ccc(F)cc1 (configuration not stated)	-1.4	-1.4	22.6	-12.8	98.5	6.4	8.1	-8.2	0.7	-14.7
COc1ccc(CNC(=O)C(c2ccncc2)N(C(=O)Cc2cccs2)c2cccc(C)c2)cc1 (configuration not stated)	-2.5	-0.6	7.3	-7.1	106.1	3.2	9.9	0.2	0.3	0.4
CCc1ncc(C(=O)c2ccc(OC)cc2)n1C	7.4	-1.5	0.2	-12.6	99.9	8.7	0.6	4.7	-0.6	-4.5
COc1ccc(Br)cc1CN1CCCCCC1	1.2	-5.6	-4.0	0.6	96.7	25.6	1.1	11.5	-0.3	-4.3
